GPR35 arrestin U2OS = GPR35 antagonists blocking zaprinast-driven arrestin recruitment, primary screen, imaging, U2OS, beta-arrestin-GFP, zaprinast agonist (AID 2058). inhibition, % at 10 µM, or IC50 in µM where a hit was titrated. U2OS GPR35 beta-arrestin-GFP translocation imaging, zaprinast antagonism; higher % means a stronger effect. 290,000 compounds, 0.052% hits;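 active = inhibition of at least 50% with at least 30 cells and total cytoplasm GFP at most 10,000,000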
K1F lysis inhibition = protection from phage-mediated lysis, alamar blue read-out – E. coli UTI89, K1F phage, bacterial capsule biogenesis inhibitors (AID 488966); E. coli UTI89 K1F phage lysis, alamar blue, 2 h; higher % means a stronger effect; one-dose inhibition, % at 100 µM; IC50 in µM for titrated hits; 340,000 compounds, 0.02% hits;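 active = phage lysis inhibition, versus mean bacterial control, above a set limit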;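 note: capsule biogenesis inhibitors block K1F phage lysis so surviving cells raise fluorescence; higher fluorescence means more inhibition of phage lysis; actives were called in the ten point dose series up to 300 µM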
GPR55 LPI antagonism = inhibition of LPI-stimulated GPR55 beta-arrestin translocation – imaging, U2OS, beta-arrestin-GFP, LPI agonist, primary screen (AID 2013); U2OS GPR55 beta-arrestin-GFP translocation imaging, LPI antagonism; higher % means a stronger effect; inhibition, % at 10 µM, or IC50 in µM where a hit was titrated; 290,000 compounds, 0.13% hits;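 active = spots per cell inhibited over 60%, with over 100 cells counted and total cytoplasm intensity under 500,000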;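 note: U2OS cells stably carrying GPR55 and arrestin-GFP stimulated by 5 µM LPI near EC80; imaged beta-arrestin-GFP aggregate spots per cell after agonist stimulation; plate controls were LPI-stimulated DMSO wells for no effect and DMSO wells without LPI for full effect; some results filed as inactive read as strong as hits; confirmed hits need IC50 under 10 µM and bright autofluorescent wells are also inconclusive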
KOR beta-arrestin-1 = KOR agonists, beta-arrestin recruitment, primary screen, cell-based, luminescence, uHTS (AID 1777); KOR beta-arrestin recruitment, luminescence; higher % means a stronger effect; one-dose activation, % at 10 µM; EC50 in µM for titrated hits; 280,000 compounds, 0.02% hits; in the data active = activation above about 50%, passing the limit was not always enough; note: a part of the inactive calls stands beside numbers as strong as those of hits
NTR1 agonist = agonists of NTR1, primary screen, imaging, U2OS cells, beta-arrestin-GFP, high content (AID 493036); P30989; NTR1-U2OS beta-arrestin-GFP spot imaging, agonist mode; activation, % at 20 µM; 330,000 compounds, 0.17% hits;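 active = activation at or above 40% of the spot to cytoplasm intensity ratio, with at least 20 cells analyzed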;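 note: 0% = DMSO without peptide and 100% = 100 nM NTR1 peptide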
Target sequence (P30989 whole entry, looked up): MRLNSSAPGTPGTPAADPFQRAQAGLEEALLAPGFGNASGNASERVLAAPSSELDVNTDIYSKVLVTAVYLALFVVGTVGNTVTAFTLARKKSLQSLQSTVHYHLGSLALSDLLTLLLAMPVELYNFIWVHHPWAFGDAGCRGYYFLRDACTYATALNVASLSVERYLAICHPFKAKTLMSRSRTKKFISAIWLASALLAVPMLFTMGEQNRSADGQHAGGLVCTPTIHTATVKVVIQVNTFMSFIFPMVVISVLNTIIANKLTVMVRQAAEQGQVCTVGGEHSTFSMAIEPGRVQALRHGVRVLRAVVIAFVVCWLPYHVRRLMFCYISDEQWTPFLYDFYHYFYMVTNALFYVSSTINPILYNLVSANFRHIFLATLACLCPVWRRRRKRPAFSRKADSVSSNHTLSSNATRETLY
MgcRacGAP inhibition = MgcRacGAP GTPase-activating activity inhibitors, confirmation, biochemical, ADP Hunter fluorescence; MgcRacGAP-stimulated Rac1 GTP hydrolysis, ADP Hunter fluorescence; higher % means a stronger effect; GST-tagged Rac1 F28L mutant substrate; inhibition, % at 30 µM, or IC50 in µM where a hit was titrated; 340,000 compounds, 0.6% hits;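 active = first-screen hits whose inhibition reached a set limit at any dose in the follow-up dose series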;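 note: fluorescence reports GDP produced by GAP-driven GTP hydrolysis; strong numbers were not always called active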
NOD1 inhibition = inhibition of NOD1-driven NF-kB reporter – cell-based, luminescence, uHTS, primary screen (AID 1578). NOD1-driven NF-kB luciferase reporter cells, luminescence; higher % means a stronger effect. one-dose inhibition, % at 4 µM; EC50 in µM for titrated hits. 290,000 compounds, 1% hits; in the data active = inhibition mostly above about 36%, no sharp cut-off; inactive = mostly below about 34%;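 note: HEK-293T reporter cells stimulated with the NOD1 agonist gamma-tri-DAP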
GPR55 activation = selective activators of receptor GPR55 – imaging, U2OS cells, beta-arrestin-GFP redistribution, primary screen (AID 1961); U2OS GPR55 beta-arrestin-GFP redistribution imaging; higher % means a stronger effect; activation, % at 10 µM, or EC50 in µM where a hit was titrated; 290,000 compounds, 0.048% hits;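 active = activation above 40% with more than 50 cells counted in the well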;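 note: U2OS osteosarcoma cells stably expressing GPR55 and beta-arrestin-GFP; plate controls were DMSO negative control for no effect and LPI positive control for full effect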
KOR beta-arrestin-2 = KOR antagonists, beta-arrestin recruitment, cell-based, luminescence, uHTS (AID 1778); KOR beta-arrestin recruitment, luminescence, antagonist mode; higher % means a stronger effect; inhibition, % at 10 µM; hits with a dose series show IC50 in µM; 290,000 compounds, 0.091% hits; in the data active = inhibition above about 50%; note: strong numbers were not always called active
NTR1 agonist cell count 20 µM = recorded beside NTR1 agonist, whose call it bears; cell count; measured here: cell count, cytotoxicity flag
Starred values were filed as active, the others as inactive; · = not tested or not shown; [ ] = another dose, or the depositor's remark.

| cpd | smiles | GPR35 arrestin U2OS | K1F lysis inhibition | GPR55 LPI antagonism | KOR beta-arrestin-1 | NTR1 agonist | NTR1 agonist cell count 20 µM | MgcRacGAP inhibition | NOD1 inhibition | GPR55 activation | KOR beta-arrestin-2 |
| --- | --- | --- | --- | --- | --- | --- | --- | --- | --- | --- | --- |
| 1 | O=C(CCC1CCCN(C(=O)c2ccc3c(c2)OCO3)C1)N1CCN(c2ccccn2)CC1 (stereo not drawn) | 5.6% | 0.2% | 3.4% | -1.9% | 0.9 | 40 | 2.1% | -14.9% | 0.0% | -18.0%[20 µM] |
| 2 | CN1C2CCC1CC(NS(=O)(=O)c1cccc(C(F)(F)F)c1)C2 (stereo not drawn) | 0.2% | 3.4%[50 µM] | 12.9% | -2.4% | 0.3 | 67 | 5.9% | -26.8% | -0.1% | 17.9% |
| 3 | CN1/C(=c2/s/c(=C3/C(=O)N(c4ccccc4)NC3=Nc3ccccc3)n(C)c2=O)C(C)(C)c2ccccc21 | 25.8% | 1.1% | 6.9% | -5.4% | -2.0 | 36 | 11.8% | -31.3% | 6.1% | 6.8% |
| 4 | Cc1cc(OCC(=O)NCc2cccnc2)c2c(C)cc(=O)oc2c1 | -7.7% | 0.3% | -4.9% | 7.9% | 0.4 | 74 | 6.0% | -2.6% | 0.3% | 11.7% |
| 5 | O=C(O)c1cccc(NC(=O)c2cc(NC(=O)c3ccccc3)cc(NC(=O)c3ccccc3)c2)c1 | 16.3% | -0.9% | 4.6% | 4.6% | 0.6 | 50 | 3.1% | 12.6% | -0.3% | -27.6% |
| 6 | CCOC(=O)c1ccc(NC(=S)NCc2cccnc2)cc1 | -5.6% | -0.2% | -1.7% | 2.7% | -0.9 | 56 | 6.0% | -40.4% | 0.1% | 12.6% |
| 7 | Cc1c(C)n(CCCN(C)C)c2ncnc(Nc3ccc(F)cc3)c12 | -2.1% | -0.2% | -9.7% | 5.9% | 1.0 | 92 | 13.0% | 1.0% | -0.1% | -18.3% |
| 8 | Cc1cccc(NC(=O)NCc2ccc3c(c2)cc(C)n3C)c1 | 5.8% | 0.4% | -12.8% | -0.4% | -1.7 | 55 | 8.5% | 10.9% | -0.3% | -18.7% |
| 9 | COc1cc(NC(=O)Cn2cnc3c(nc4n3CCCCC4)c2=O)cc(OC)c1OC | 6.5% | -0.3% | 5.6% | -6.5% | -0.1 | 50 | -2.2% | -5.4% | -0.3% | -29.8% |
| 10 | Cc1ccc(N2CCN(c3ncccc3[N+](=O)[O-])CC2)c(C)c1 | -3.9% | 0.0% | -2.7% | -3.4% | 5.7 | 86 | 9.2% | 0.8% | 0.0% | 7.6% |
| 11 | NC(=O)c1c(NC(NC(=O)c2ccco2)C(=O)c2ccc(Cl)cc2)sc2c1CCCC2 (stereo not drawn) | 15.5% | 6.8% | -3.1% | -3.4% | 1.1 | 55 | 8.6% | -16.0% | -0.1% | -13.4% |
| 12 | O=C(NC1CCCCC1)C(c1ccccc1)N1CCCC1 (stereo not drawn) | 22.4% | -0.4% | -2.6% | -0.1% | -1.7 | 47 | 3.4% | -30.3% | -0.1% | -28.5% |
| 13 | C=C(C)COc1ccc(-c2nc(N)ncc2-c2ccc(Br)cc2)c(O)c1 | 17.3% | 0.1% | 6.7% | -3.0% | 31.3 | 100 | 12.7% | 1.2% | 0.2% | 21.2% |
| 14 | C#CCOCCOCCOCCNc1nc(N2CCN(C(=O)[C@H](Cc3cc4ccccc4[nH]3)n3cc([C@@H](N)C(C)CC)nn3)CC2)nc(N2CCN(C(=O)[C@H](CCCCN)n3cc([C@@H](N)CO)nn3)CC2)n1 (stereo partly drawn) | -3.3% | · | 6.4% | 3.5% | 0.9 | 49 | · | 7.6% | -0.2% | 7.7% |
| 15 | CC(C)(C)C(=O)NC(=S)Nc1ccccc1C(=O)NC1CCCCC1 | 8.1% | -0.3% | -5.7% | -1.5% | -1.5 | 66 | 5.7% | -3.1% | -0.1% | -36.1% |
| 16 | Cc1[nH]n(-c2ccccc2)c(=O)c1C=Nc1ccc(S(=O)(=O)N=C(N)N)cc1 | 3.0% | 0.6%[50 µM] | -9.7% | 0.5% | -0.8 | 53 | 11.0% | -8.2% | 0.7% | 24.3% |
| 17 | Cc1cc(C)nc(SCC2COc3ccccc3O2)n1 (stereo not drawn) | -0.2% | 0.3% | 14.7% | -2.9% | -0.3 | 36 | 7.9% | -2.1% | -0.1% | 25.2% |
| 18 | Cc1[nH]c2ccc(C(=O)N3CCCC3)cc2c1C | -11.9% | 6.7% | 1.8% | 1.2% | 0.0 | 44 | 12.3% | 13.3% | -0.2% | -15.4% |
| 19 | CC(C)Oc1ccc(CCc2n[nH]c(=S)n2Cc2ccccc2)cc1 | 6.2% | 1.5% | 15.8% | 0.0% | 3.0 | 50 | 4.8% | -4.5% | -0.1% | -26.0% |
| 20 | CC(Oc1ccc(Cl)cc1)C(=O)OCC(=O)Nc1ncc(Cl)cc1Cl (stereo not drawn) | -3.8% | 0.8%[50 µM] | -9.4% | 0.1% | 0.0 | 66 | 8.3% | -9.8% | 0.0% | 4.4% |
| 21 | CCC(c1nnnn1C(C)(C)CC)N(CCN1CCOCC1)Cc1cc2cc(C)ccc2[nH]c1=O (stereo not drawn) | -8.1% | -0.1% | 15.7% | 4.7% | -0.5 | 95 | 7.0% | -15.4% | -0.1% | -45.1% |
| 22 | COc1cccc(NS(=O)(=O)c2ccc3c(c2)N(C(C)=O)CCS3)c1 | 28.1% | -0.8% | -11.1% | 16.2% | 1.1 | 56 | 2.2% | 11.7% | -0.4% | -3.7% |
| 23 | CCn1c(SCc2nc3ccccc3[nH]2)nnc1-c1cnccn1 | 4.5% | 1.2% | 0.5% | -3.3% | -0.9 | 52 | 3.4% | -3.6% | -0.1% | -3.8% |
| 24 | CCc1cc2c(=O)n(Cc3ccco3)c(SCC(=O)N3CCCc4ccccc43)nc2s1 | -17.8% | -0.1% | 6.2% | -2.7% | 5.3 | 77 | 11.8% | -40.3% | -0.3% | -20.5% |
| 25 | CC1(C)C(C=C(Cl)Cl)C1C(=O)N(Cc1ccccc1Cl)C1CCS(=O)(=O)C1 (stereo not drawn) | -0.7% | 2.5% | -1.1% | 2.6% | 2.5 | 36 | 2.4% | -18.4% | 0.5% | 11.1% |
| 26 | Cc1cc(NC(=O)CSc2nnc(Cc3cccn3C)n2CCc2ccccc2)no1 | 9.4% | -0.2% | 6.6% | -0.3% | -0.5 | 85 | 1.2% | -20.0% | -0.1% | 7.0% |
| 27 | Cc1sc2nc(COC(=O)c3c(F)cccc3F)[nH]c(=O)c2c1C | 5.3% | -0.1% | -0.7% | -3.9% | 1.3 | 50 | 2.8% | -25.7% | 0.5% | -17.9% |
| 28 | CCOc1ccc(S(=O)(=O)N/N=C(\C)c2ccc(Cl)c(Cl)c2Cl)cc1 | -18.9% | 5.2% | -4.6% | 1.8% | 2.2 | 50 | 6.1% | -15.4% | 0.2% | 4.3% |
| 29 | CCN1CCCC1CNC(=O)c1cc2c(-c3cccc(OC)c3)nn(C)c2s1 (stereo not drawn) | -19.8% | 3.8% | 19.5% | 0.2% | -1.9 | 50 | 21.8% | -36.4% | -0.1% | -13.6% |
| 30 | CCOC(=O)c1c(NC(=O)c2cc(-c3ccc(Cl)s3)nc3ccccc23)sc(C(N)=O)c1C | -5.8% | 0.1%[50 µM] | 1.3% | 21.0% | · | · | 2.2% | -41.1% | 0.1% | -18.2% |
| 31 | Cc1cccc(NC(=O)c2ccc([N+](=O)[O-])s2)c1C | -12.6% | 0.2% | -2.8% | -8.2% | -0.5 | 81 | 14.5% | 24.4% | 0.3% | -33.0% |
| 32 | Clc1ccccc1CSC1=NCCN1 | -15.5% | 0.4% | -8.3% | -1.3% | -0.4 | 62 | -3.0% | 15.5% | -0.1% | 12.7% |
| 33 | O=C(COc1ccc(Cl)cc1Cl)NC1CCSC1=O (stereo not drawn) | 3.0% | 0.7% | 19.4% | 0.5% | 0.3 | 45 | 7.9% | -66.1% | 0.0% | 27.8% |
| 34 | CCC(=O)Nc1ccc2c(c1)ncn2C | 9.7% | 0.2% | -0.1% | -8.6% | 3.1 | 44 | -22.6% | -2.8% | 0.0% | -6.0%[20 µM] |
| 35 | COc1ccccc1NC(=O)N1CCN(c2ccnc3cc(Cl)ccc23)CC1 | 4.6% | -0.1% | 2.4% | 5.4% | 1.1 | 50 | 0.2% | 9.7% | -0.2% | 21.0% |
| 36 | O=C(CSc1ncccn1)Nc1cccc2ccccc12 | 6.0% | -0.9% | 1.4% | -3.8% | -0.8 | 40 | 4.6% | -39.3% | -0.2% | -8.5% |
| 37 | CC(=O)Nc1ccc(NC(=O)CC2CCCC2)cc1 | 13.8% | 0.3% | -0.1% | -2.3% | 0.1 | 51 | 4.9% | -8.9% | -0.2% | -21.2% |
| 38 | Cc1ccc(NS(=O)(=O)c2c(C)[nH]c(C)c2C(=O)N2CCCC2)cc1Cl | 4.7% | -0.2% | -3.8% | -3.2% | -0.2 | 57 | -12.7% | 8.1% | 0.2% | -6.9% |
| 39 | O=C(COC(=O)c1ccc(N2CCCC2=O)cc1)c1ccccc1 | 5.2% | -0.1% | -0.1% | -0.1% | 0.2 | 60 | 3.4% | -79.9% | 0.3% | -17.2% |
| 40 | Cc1nn(CCC#N)c(NC(=O)c2ccc(Cl)cc2Cl)c1P(=O)(Nc1ccc([N+](=O)[O-])cc1)N1CCOCC1 (stereo not drawn) | -7.4% | 6.3% | -7.9% | -3.9% | -0.4 | 76 | 10.5% | 10.8% | 0.2% | -1.2% |
| 41 | c1ccc(SCc2nc3ccccc3[nH]2)cc1 | 5.8% | -11.4% | 1.9% | 0.0% | -0.6 | 75 | 3.7% | 5.2% | -0.1% | -4.6% |
| 42 | COc1ccc(-c2nc(NC(=O)C3=NN(c4cccc(C)c4)C(=O)CC3)sc2C)cc1 | -5.7% | -0.1% | 11.7% | 1.7% | 4.9 | 47 | 7.0% | -12.4% | -0.6% | -41.1% |
| 43 | NC(=O)COc1ccc2cc(-c3ccccc3)c(=O)oc2c1 | 2.0% | 0.4% | -10.1% | -0.6% | -1.2 | 47 | 14.2% | -37.0% | -0.1% | -26.6% |
| 44 | COc1ccc(OC)c(C(=O)c2ccc(C(=O)Nc3cccc4ccccc34)cc2)c1 | -3.0% | 4.0% | 14.5% | 2.9% | -1.2 | 62 | 0.1% | -23.4% | -0.2% | -1.4% |
| 45 | Cc1cc(C(=O)CN2C(=O)CCC2=O)c(C)n1Cc1ccccc1 | 25.7% | -0.3% | -5.0% | -1.3% | -0.4 | 71 | -5.8% | 10.3% | -0.3% | -35.2% |

Source: PubChem

This is a subset; count on the stated rates, not on these rows.
